HDAC3 inh – blocks human histone deacetylase 3. O15379. 320,000 tested, 0.15% active. recombinant HDAC3, fluorogenic peptide/trypsin coupled, fluorescence. inhibition, % at 8.3 µM; in the data active means inhibition above about 26%, passing the limit was not always enough
GSK3beta inhib – human GSK3beta kinase inhibition. GST-GSK3beta kinase, ADP-Glo luminescence, 60 min; active compounds read low. activity score (negative = inhibition), % at 10 µM. 300,000 tested, 0.038% active. AID 2097;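 active means more than half of replicate wells score below -50%, meaning over 50% inhibition versus plate controls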;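 further: 0% = median DMSO wells and -100% = median GW8510 positive control wells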
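test system = GST-tagged human GSK3beta kinase, cell-free | reagent = 25 µM ATP with peptide substrate | dosing = one dose of 10 µM per compound | schedule = 60 min reaction, RT | detection = luminescent ADP-Glo measurement of ADP formed | control set = DMSO neutral wells and GW8510 at 20 µM as positive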
KCNK9 inh – inhibitors of human KCNK9 two-pore domain potassium channel. Q9NPC2. HEK293 KCNK9, FluxOR thallium flux fluorescence; active compounds read low. B-score at 10 µM. 310,000 tested, 1.2% active;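 active means ratio B-score over 3 SD below the library mean, with starting fluorescence within 5 SD of its mean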;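 further: negative B-score means less thallium flux so channel inhibition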
Target sequence (Q9NPC2 whole entry, looked up, the tested form may be a part): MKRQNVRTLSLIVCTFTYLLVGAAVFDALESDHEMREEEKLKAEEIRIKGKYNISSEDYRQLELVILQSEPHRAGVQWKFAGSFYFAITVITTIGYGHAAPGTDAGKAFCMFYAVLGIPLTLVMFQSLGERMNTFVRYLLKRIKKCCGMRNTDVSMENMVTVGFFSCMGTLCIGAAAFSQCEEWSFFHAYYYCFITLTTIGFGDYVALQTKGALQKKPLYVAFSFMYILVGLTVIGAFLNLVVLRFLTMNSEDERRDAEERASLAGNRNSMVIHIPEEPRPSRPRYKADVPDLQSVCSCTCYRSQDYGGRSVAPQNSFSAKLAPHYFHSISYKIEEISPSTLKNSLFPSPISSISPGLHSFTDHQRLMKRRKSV
GSK3 alpha inh – inhibitors of human GSK-3 alpha kinase | P49840 | ADP-Glo luminescence, 60 min | inhibition, % at 10 µM | 320,000 tested, 0.1% active;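 in the data active means inhibition above about 50%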;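 further: GST-tagged GSK-3 alpha with peptide substrate and 25 µM ATP; 0% = DMSO neutral wells and 100% = GW8510 positive control wells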
KCNQ1 pot – potentiators or activators of human KCNQ1 potassium channel. B-score at 10 µM. 310,000 tested, 0.35% active. P51787. CHO-K1 KCNQ1, thallium flux FluxOR fluorescence; active compounds read high;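 active means fluorescence ratio B-score, a plate-corrected score, at least three library SD, with initial intensity B-score within 5 SD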
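assay system = CHO-K1 cells stably expressing KCNQ1 | medium = assay buffer, equal DMSO in all wells | timing = 37 °C overnight plating, 90-min dark dye load, 20-min compound pretreatment | measured by = kinetic FluxOR thallium fluorescence, 10-s 1-Hz baseline, 110-s post-stimulus read | measure = fluorescence change relative to baseline, converted to B score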
KCNK3 inh – human KCNK3 channel inhibition, primary screen. AID 602410. B-score at 10 µM. CHO-KCNK3 thallium flux, FluxOR fluorescence; active compounds read low. 340,000 tested, 0.84% active;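 active means B-score under library mean minus 4 SD, starting fluorescence ratio at most library mean plus 5 SD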;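 further: more negative B-score means stronger inhibition of thallium flux through KCNK3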
Target sequence (O14649 whole entry, looked up): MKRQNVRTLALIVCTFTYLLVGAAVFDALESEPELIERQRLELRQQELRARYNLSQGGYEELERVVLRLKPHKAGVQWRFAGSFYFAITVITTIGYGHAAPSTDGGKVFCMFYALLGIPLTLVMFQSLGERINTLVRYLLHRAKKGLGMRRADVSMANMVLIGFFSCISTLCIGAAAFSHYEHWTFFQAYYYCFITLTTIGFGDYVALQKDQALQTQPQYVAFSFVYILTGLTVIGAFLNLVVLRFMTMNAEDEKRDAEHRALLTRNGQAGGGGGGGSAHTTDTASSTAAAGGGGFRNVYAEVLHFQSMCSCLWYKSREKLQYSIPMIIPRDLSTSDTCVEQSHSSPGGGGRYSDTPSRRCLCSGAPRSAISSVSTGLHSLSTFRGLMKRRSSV
DYRK1A inh – inhibitors of rat Dyrk1A kinase. AID 504441. Q63470. inhibition, % at 12.5 µM. 310,000 tested, 0.43% active. ADP-Glo luminescence, NFATc1 peptide; in the data active means inhibition above about 50%;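 further: plate controls were vehicle with enzyme for no effect and no enzyme for full effect; many of its hits are not listed in these tables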
hERG rescue – compounds protecting human hERG from proarrhythmic drug block; CHO-hERG, FluxOR thallium flux, dofetilide IC70 present; 310,000 tested, 0.51% active; activation (rescue from dofetilide block), less the hit threshold, % at 10 µM;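 active means activation above the mean of controls blocked by dofetilide plus 5 SD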;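 further: thallium influx through hERG after potassium depolarization seen as dye fluorescence rise; in these data hits start at about 4.7%; inactives centre near -7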
PolyA inhibitor – blocks polyadenylation in yeast reporter cells. S. cerevisiae SKY197-pL101 polyadenylation reporter, beta-gal luminescence; efflux-impaired pdr1/pdr3 knockout yeast; score 100 = 6 SD above DMSO. calls only at 12 µM. 300,000 tested, 0.02% active. AID 1875;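 active means lowest replicate activity score at least 50, where 100 means six control SD above control mean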;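 further: yeast exposed to compound for 9 h at 30 °C; higher score means more reporter readthrough which indicates perturbed polyadenylation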
KCNQ1 block – human KCNQ1 channel inhibition; AID 2642; P51787; B-score at 10 µM; 310,000 tested, 1.3% active; CHO-K1 KCNQ1, FluxOR thallium flux fluorescence; active compounds read high;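 active means compounds whose thallium flux B-score, printed positive for inhibition, exceeds three library SD while starting fluorescence stays within three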;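 further: channel opened by potassium depolarization with thallium stimulus after 20 min compound exposure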
RGS4 pot – potentiators or activators of RGS4; HEK293 M3R/inducible RGS4, carbachol calcium flux Fluo4; active compounds read low; B-score at 10 µM; 310,000 tested, 0.92% active; AID 463111;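 active means B-score of the integrated calcium signal more than 4 SD below the library mean, with starting fluorescence not abnormally high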;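 further: negative B-score means reduced calcium response which marks RGS4 activation or potentiation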
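Test system: HEK293 cells with stable M3R and inducible RGS4; also added: carbachol at ECmax as muscarinic agonist stimulus; schedule: dye loading 30 min 37 °C, buffer rest 30 min RT; technique: kinetic calcium fluorescence imaging with Fluo4-AM dye, 2 µM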
An asterisk follows results filed as active; i = inactive; x = no result given; & = joins results of further samples. Only part of the results is shown; count on the stated rates, not on these rows.

Each structure is followed by: HDAC3 inh, GSK3beta inhib, KCNK9 inh, GSK3 alpha inh, KCNQ1 pot, KCNK3 inh, DYRK1A inh, hERG rescue, PolyA inhibitor, KCNQ1 block, RGS4 pot
CCN(CC)CCCn1c(C)cc2c(c1=O)C(c1ccc(OC)c(OC)c1OC)C(C#N)=C(N)O2 (stereo unspecified)
→ 7, 3, i, x, i, i, 4, -2, i, i, i
COc1cccc(CNC(=O)C(C)n2nc(C)n3c(cc4occc43)c2=O)c1 (stereo unspecified)
→ 5, 0, i, -2, i, i, -1, -4, i, i, i
O=C(CCN1C(=O)c2ccccc2C1=O)C1=NN[C@@H]2C(=O)N(c3cccc(F)c3)C(=O)[C@H]12
→ -2, -2, i, 1, i, i, -6, 0, i, i, i
Cc1ccc(CCNC(=O)C23CN(Cc4ccccc4)CC2C(c2ccc([N+](=O)[O-])cc2)=NO3)cc1 (stereo unspecified)
→ 9, 0, i, -3, i, i, 7, -8, i, i, i
CCCC(=O)Nc1ccc2c(c1)nc1n2CCN(CCOC)C1
→ -26, 2, i, -2, i, i, 3, -11, i, i, i
CC(=O)Nc1ccc(S(=O)(=O)NCc2csc(C)n2)cc1
→ -5, -1, i, -5, i, i, x, 2, i, i, i
CC(C)CNS(=O)(=O)c1ccc(OCC(=O)Nc2ccc(F)cc2F)cc1
→ 1, 2, i, -2, i, i, -3, -7, i, i, i
CC(C)N(C(=O)CN1CCC(c2nc3ccccc3[nH]2)CC1)C(C)C
→ 5, -3, i, 2, i, i, 1, 0, i, i, i
CCOC(OCC)P(=O)(C(C)C)C(C)C
→ 6, 3, i, -1, i, i, 0, -5, i, i, i
COc1ccc(N2C(=O)C(Cl)=C(N3CCOCC3)C2=O)cc1
→ -1, 3, i, 6, i, i, 1, -3, i, i, i
COC(=O)C1CCN(C(=O)CN(C)Cc2ccc(C(C)(C)C)cc2)CC1
→ 5, 1, i, 0, i, i, -4, -6, i, i, i
COc1ccc(-c2[nH]ncc2/C=N/NC(=O)c2cccc([N+](=O)[O-])c2)cc1OC
→ 0, 0, i, 10, i, i, -2, -10, i, i, i
CCOC(=O)c1cc(COc2cc(Cl)cc(Cl)c2)on1
→ 5, 2, i, -1, i, x, x, -3, i, i, i
CC1CCN(C(=O)CSc2nnc(-c3ccncc3)n2C)CC1
→ 3, 0, i, -2, i, i, -3, -10, i, i, i
CN(Cc1ccc(Cl)cc1Cl)C(=O)CN1C(=O)NC2(CCCC2)C1=O
→ 3, 1, i, 0, i, i, 1, -4, i, i, i
C/C(N)=C(/C#N)C(=O)CSc1nnc(Cc2ccccc2F)n1N
→ -2, 2, i, 2, i, i, -4&-2, 0, i, i, i
CCc1ccc(OCC(=O)NNC(=O)c2c(CC)noc2C)cc1
→ -1, 0, i, -2, i, i, -8, -13, i, i, i
O=C1CC(NS(=O)(=O)c2cccnc2)CN1c1ccc(Cl)cc1 (stereo unspecified)
→ -3, 5, i, -1, i, i, -5, -14, i, i, i
COc1ccc(C(=O)C2CCCN(Cc3cc(C)c(O)c(C)c3)C2)c(OC)c1 (stereo unspecified)
→ 1, 2, i, 0, i, i, -3, -6, i, i, i
O=C(CC1SC(=O)N(Cc2ccccc2Cl)C1=O)Nc1nccs1 (stereo unspecified)
→ x, -12, i, 8, i, i, -11, -8, i, i, i
Cc1ccc(CN2C(=O)CCC2C(=O)NCC2CCCO2)cc1 (stereo unspecified)
→ -5, -9, i, -1, i, i, 8, -4, i, i, i
COc1ccccc1N1CCN(C(=O)CCn2c(=O)[nH]c3ccsc3c2=O)CC1
→ -1, -3, i, 0, i, i, -7, -14, i, i, i
COc1ccccc1N1CCN(C(=O)/C=C/c2c(Cl)nc3ccccn23)CC1
→ 3, 2, i, 3, i, i, -2, -5, i, i, i
COCCCN1C(=O)c2ccc(C(=O)NCc3ccccn3)cc2C1=O
→ 3, 2, i, 2, i, i, -1, -5, i, i, i
O=C(c1cccn2c(=O)c3cc(Cl)ccc3nc12)N1CCN(Cc2ccc3c(c2)OCO3)CC1
→ -6, 0, i, -1, i, i, -3, -19, i, i, i
O=C(COc1coc(CN2CCc3ccccc3C2)cc1=O)Nc1ccc(F)cc1F
→ x, -1, i, -1, i, i, 9, -12, i, i, i
Cc1cc(C)n(CC(=O)c2ccc(Br)cc2)c(=O)c1C#N
→ x, 5, i, x, i, i, -1, -16, i, i, i
Cn1c(SCc2ccc(C#N)cc2)nnc1-c1ccccc1
→ -1, 5, i, -3, i, i, 2, -13, i, i, i
Cc1cc(C)n(-c2nnc(C)n2NS(C)(=O)=O)n1
→ 11, 3, i, -3, i, i, 2, -5, i, i, i
C/C(=N/NS(=O)(=O)c1ccc(C)cc1)c1c[nH]c2ccccc12
→ 14, -2, i, -1, i, i, 6, -11, i, i, i
COc1cccc(CNc2cccc3cccnc23)c1O
→ -1, -1, i, x, i, i, 1, -20, i, i, i
Cc1nnc(SCc2nc(N)nc(Nc3ccccc3)n2)s1
→ 2, -25, i, 9, i, i, 9, -13, x, i, i
COc1ccc(C(C)=O)cc1CSc1nnc(-c2ccc(Cl)cc2)n1-c1ccccc1
→ -2, 3, i, 0, i, i, 0, -13, i, i, i
Cc1ccc(/C(N)=N/OC(=O)c2cccc(Cn3cc(C(F)(F)F)ccc3=O)c2)cc1
→ 7, -8, i, -1, i, i, -7, -5, i, i, i
CC[n+]1ccc(/C=C/c2c[nH]c3ccccc23)cc1
→ 9, -1, i, 3, i, i, -3, -24, i, 10*, i
O=C(c1c(Cl)cccc1Cl)N1CCCCCC1
→ -3, -3, i, 0, i, i, -2, 1, i, i, i
CC1(C)CC(=O)C=C(NC2CCCCCC2)C1
→ 4, -2, i, -1, i, i, 9, -1, i, i, i
COc1ccc(-c2nc(N)n(C(=O)Cc3ccccc3)n2)cc1
→ 9, x, i, -6, i, i, 0, -9, i, i, i
O=C(CSc1ncccn1)N1CCCC1
→ -6, 6, i, 0, i, i, 2, -8, i, i, i
COc1ccc(C2C=C(C)Nc3nc4ccccc4n32)cc1 (stereo unspecified)
→ 3, 4, i, 1, i, i, 7, -8, x, i, i
Cc1ccc(NCC(=O)N/N=C/c2cc3ccccc3nc2Cl)cc1
→ -5, 1, i, -1, i, i, 4, -13, i, i, i
O=C(/C=C/c1cccc([N+](=O)[O-])c1)NCc1ccco1
→ 3, 4, i, 0, i, i, 5, -14, i, i, i
N#Cc1ccsc1NC(=O)C1CCN(C(=O)c2ccc(Cl)cc2)CC1
→ -10, 3, i, 0, i, i, 14, -15, i, i, i
CCN1C(=O)[C@H]2[C@@H](c3ccccc3)N3C(=O)N(c4cccc(F)c4)C(=O)[C@@]3(CC(C)C)[C@H]2C1=O
→ -3, 1, i, 0, i, i, -51, -5, i, i, i
CN(C(=O)c1ccco1)c1nnc(C23CC4CC(CC(C4)C2)C3)s1
→ 12, 0, i, 0, i, i, -2, -12, i, i, i
CC(=O)N/N=C/c1cc(C(C)(C)C)cc(/C=N/NC(C)=O)c1O
→ 8, 4, i, 3, i, i, 2, -10, x, i, i
COc1ccc(C(=O)Nc2cccc3c2CCCC3)cc1OC
→ -10, 1, i, -1, i, i, 1, -7, i, i, i
CC(OC(=O)CCCN=C1NS(=O)(=O)c2ccccc21)C(=O)Nc1ccccc1[N+](=O)[O-] (stereo unspecified)
→ 2, -2, i, -1, i, i, 3, -16, i, i, i
CCc1cc2cc(C)ccc2nc1SCC(=O)NNC(=O)c1ccco1
→ -1, 0, i, -5, i, i, 1, -2, i, i, i
COc1cc2c(cc1OC)CC(C(=O)NCc1ccccc1)NC2 (stereo unspecified)
→ -1, 0, i, 0, i, i, -6, -3, i, i, i
CSc1cccc(NC(=S)NC(=O)c2cccnc2)c1
→ -3, -1, i, 1, i, i, -1, -9, i, i, i
COC(=O)CSc1nnc(CNC(=O)c2ccc(S(=O)(=O)N3CCOCC3)cc2)n1C
→ 4, -2, i, 14, i, i, 2, -9, i, i, i
COC(=O)c1[nH]c2cc(C)ccc2c1NC(=O)CN1CCCc2ccccc21
→ 14, 3, i, 0, i, i, -2, -12, i, 8*, -7.3*
COc1ccccc1Nc1nnc(SCC(=O)N2CCCC2)s1
→ 4, -4, i, 0, i, i, -2, -9, i, i, i

Ordered by heavy-atom count (rising): part of the list above.
Each structure is followed by: HDAC3 inh, GSK3beta inhib, KCNK9 inh, GSK3 alpha inh, KCNQ1 pot, KCNK3 inh, DYRK1A inh, hERG rescue, PolyA inhibitor, KCNQ1 block, RGS4 pot
CSc1cccc(NC(=S)NC(=O)c2cccnc2)c1
→ -3, -1, i, 1, i, i, -1, -9, i, i, i
COc1ccc(C(=O)Nc2cccc3c2CCCC3)cc1OC
→ -10, 1, i, -1, i, i, 1, -7, i, i, i
COc1cc2c(cc1OC)CC(C(=O)NCc1ccccc1)NC2 (stereo unspecified)
→ -1, 0, i, 0, i, i, -6, -3, i, i, i
N#Cc1ccsc1NC(=O)C1CCN(C(=O)c2ccc(Cl)cc2)CC1
→ -10, 3, i, 0, i, i, 14, -15, i, i, i
CCc1cc2cc(C)ccc2nc1SCC(=O)NNC(=O)c1ccco1
→ -1, 0, i, -5, i, i, 1, -2, i, i, i
COC(=O)c1[nH]c2cc(C)ccc2c1NC(=O)CN1CCCc2ccccc21
→ 14, 3, i, 0, i, i, -2, -12, i, 8*, -7.3*
COC(=O)CSc1nnc(CNC(=O)c2ccc(S(=O)(=O)N3CCOCC3)cc2)n1C
→ 4, -2, i, 14, i, i, 2, -9, i, i, i
CC(OC(=O)CCCN=C1NS(=O)(=O)c2ccccc21)C(=O)Nc1ccccc1[N+](=O)[O-] (stereo unspecified)
→ 2, -2, i, -1, i, i, 3, -16, i, i, i
CCN1C(=O)[C@H]2[C@@H](c3ccccc3)N3C(=O)N(c4cccc(F)c4)C(=O)[C@@]3(CC(C)C)[C@H]2C1=O
→ -3, 1, i, 0, i, i, -51, -5, i, i, i

Source: PubChem BioAssay
